Compound activity: PubChem, Broad Institute
miR122 inh – miR-122 Renilla sensor signal increase in Huh7, primary screen, miR-122 inhibitor project, cell-based, single point, plate reader. Huh7 miR-122 Renilla luciferase sensor, 48 h; neutral wells = 0, positive control = 100. activation (reporter increase), % at 12.5 µM. actives 0.3% (n = 340,000). AID 602342, 2012;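 active = mean replicate activation score at least 90 and every replicate individually at or above 90; inconclusive = only one of the two criteria met; inactive = neither criterion met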;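 note: higher luciferase means less miR-122 activity so hits act as miR-122 inhibitors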
* = called active by the depositor; u = inconclusive. These rows are one share of the data; rates above refer to the full screens.

SMILES	miR122 inh
CCOc1ccc2[nH]c(=O)c(CN(Cc3ccco3)C(CC)c3nnnn3Cc3ccccc3)cc2c1 (configuration not stated)	0.4
Cc1cc(OCC(=O)NCCCN(C)C)cc(C)c1Br	6.1
CC(=O)OCCn1c(=O)c2cc3c(=O)n(CCOC(C)=O)c(=O)c3cc2c1=O	4.2
Cc1ccc2nc(C)c(C)nc2c1N	113.3*
CC(NC(=O)Cc1ccc(-c2ccccc2)cc1)c1ccccc1 (configuration not stated)	3.7
O=C(CN1CCOCCOCCOCCOCC1)Nc1ccccc1	2.5
Cc1ccc(Cn2nnnc2CN2CCC(NC(=O)c3ccc(Br)cc3)CC2)cc1	-4.7
COC(=O)C(C)N(C#N)c1nc(NC(C)C)nc(SC)n1 (configuration not stated)	-2.4
Cc1cc(C)c2c(CN3CCN(C/C=C/c4ccccc4)CC3)cc(=O)oc2c1	-4.2
Cc1cc(=O)n2[nH]c(-c3ccc(C(C)(C)C)cc3)cc2n1	10.6
O=C(c1ccco1)N1CCN(C(c2ccc(F)cc2)c2nnnn2CC2CCCO2)CC1 (configuration not stated)	-1.2
COc1ccc(C(=O)CSc2nnc(C(CO)NC(=O)c3ccc(OC)cc3)n2C)cc1 (configuration not stated)	-2.9
COc1ccc(S(=O)(=O)N[C@@H](Cc2ccc(Cl)cc2)C(=O)N2CC[C@@]3(O)CCCC[C@H]3C2)cc1	20.1
c1ccc2c(c1)ccc1nnc(-c3ccc4c(c3)OCO4)n12	-0.2
O=C(NC1CCCCC1)c1ccc(S(=O)(=O)N2CCOCC2)cc1	3.1
CCOC(=O)c1sc(NC(=O)c2cc(-c3ccccc3)nc3ccccc23)c(C#N)c1C	0.1
COc1ccc(NC(=O)CSc2nnc(-c3ccccc3Cl)n2Cc2ccco2)c(OC)c1	11.7
O=C(Oc1cncc(Cl)c1)c1ccco1	-6.0
COC(=O)c1cscc1NC(C)=O	-9.0
O=C(CN1CCN(S(=O)(=O)c2cc(Cl)ccc2Cl)CC1)Nc1ccc2c(c1)OCCO2	2.8
O=C(COc1ccc(Cl)cc1)NNC(=O)C(=O)N1CCCCC1	1.8
CCn1c(=NC(=O)CSC(C)=O)sc2ccccc21	-3.0
Cc1cc(C)n(C(=O)CNC(=O)c2ccc3c(c2)OCCO3)n1	0.7
COc1cccc(C(c2nnnn2Cc2ccccc2)N2CCN(C3CCCC3)CC2)c1OC (configuration not stated)	4.9
COc1ccc(S(=O)(=O)/N=C2/C=CC(=O)C(C)=C2C)cc1	1.2
COc1cc(OC)c(-c2nc3c[n+](CC(=O)c4ccccc4)ccc3n2C)cc1OC	-6.7
CC1=C(C(=O)OCc2ccccc2)C(c2ccc(C)o2)C2=C(CCCC2=O)N1 (configuration not stated)	-4.7
COc1ccc(NC(=O)CN(c2cccc(F)c2)S(C)(=O)=O)cc1OC	-11.0
C=CCn1c(SCC(=O)Nc2cc(C)on2)nc2sc3c(c2c1=O)CCCC3	-5.6
COCCn1c(SCC(=O)N2CCCc3ccccc32)nnc1-c1ccco1	6.9
CCOC(=O)N1CCN(C(=O)CCSCCc2ccncc2)CC1	-4.6
COc1cccc(-c2nnc(SCC(=O)N3CCCc4ccccc43)o2)c1	-0.4
O=C(CCn1cccc1)Nc1cc(F)ccc1F	-9.4
Cc1ccc(S(=O)(=O)Nc2nc3ccccc3nc2N2CCc3ccccc3C2)cc1	34.6
O=C(/C=C/c1ccc2c(c1)OCO2)NCCCN1CCOCC1	3.5
CCOc1ccccc1NC(=O)Cn1c(=O)c(OCC)nc2cnccc21	-5.5
Cc1c(C(=O)NCCCN2CCCC2=O)oc2ccccc12	-1.8
O=C(c1ccco1)N1CCN(C(c2ccccn2)c2nnnn2C2CCCC2)CC1 (configuration not stated)	6.4
O=C(CN1CCN(c2ccccc2)CC1)Nc1ccccc1C(F)(F)F	-7.3
CCOc1cc(C2C(C(=O)O)c3cc(OCC)c(OCC)cc3C(=O)N2C)ccc1O (configuration not stated)	3.4
NC1=NC2=C(CCCC2)C2(CCCCC2)S1	2.1
Cc1cc(F)ccc1NC(=O)C1CCN(C(=O)Nc2ccccc2)CC1	-2.4
CCN(C(=O)CSc1nc(-c2ccccc2)c(-c2ccccc2)[nH]1)C1CCS(=O)(=O)C1 (configuration not stated)	1.8
Cc1ccc(NS(=O)(=O)c2c(C)[nH]c(=O)[nH]c2=O)cc1C	-4.0
CC(C)CCN1CC(C(=O)NCc2ccccc2)CC1=O (configuration not stated)	-1.4
O=C1CC2(CCCCC2)Oc2ccc(O)cc21	-6.1
Cc1ccc(S(=O)(=O)N(C)c2ccc(C(=O)N3CCC(C(N)=O)CC3)cc2)cc1	5.9
Cc1cc(C)c2nc(SC(C)C#N)cc(C)c2c1 (configuration not stated)	10.1
O=c1c2ccccc2nc2n1C(CSCc1cccc(C(F)(F)F)c1)CS2 (configuration not stated)	-2.1
NC(=O)c1ccccc1NC(=O)CS(=O)(=O)Cc1ccccc1	-0.9

Remaining list, next part.
SMILES	miR122 inh
COc1ccc(/C(O)=C2/C(=O)C(=O)N(CC3CCCO3)C2c2ccc(OC)c(OC)c2)cc1 (configuration not stated)	-0.5
CC(=O)Nc1cccc2c1C(=O)NC2=O	0.1
Cc1cc2nc(-c3ccc(NC(=O)c4cccnc4)cc3)oc2cc1C	-6.3
Cc1ccc(N2CCN(CC3CC=CCC3)CC2)cc1 (configuration not stated)	-1.4
N#Cc1c(NC(=O)c2ccccc2)sc2c1CCCCC2	2.9
O=C(Nc1cccc([N+](=O)[O-])c1)c1ccc(CSc2ccccc2)cc1	u
O=C(CCC(=O)Nc1ccc(Oc2ccccc2)cc1)NCCO	-1.9
Cn1c(=O)[nH]c(=O)c2c1nc(NCCCn1ccnc1)n2Cc1cccc(Br)c1	3.3
Cn1c(-c2ccccc2)cnc1SCC(=O)N1CCCCC1	-2.3
CCC(C)(C)n1nnnc1CN(Cc1ccc(Cl)cc1)Cc1ccco1	4.0
COc1ccccc1/C=C/C(=O)NC(=S)Nc1ccc(S(=O)(=O)N(C)c2ccccc2)cc1	-4.6
O=C(OCCOc1ccc(Br)cc1)c1cnccn1	1.6
COc1ccc(-c2nc(=S)[nH][nH]2)cc1	-3.8
Cc1ccc2nc3c(cc2c1)c(NC(=O)C1CCCO1)nn3CC(C)C (configuration not stated)	-2.9
CC(C)(CO)N=Cc1c(O)[nH]c2ccccc12	0.6
CC1CCN(C(=O)C(C)Sc2nc(-c3ccccc3)cc(C(F)(F)F)n2)CC1 (configuration not stated)	0.0
O=C(COC(=O)CCC(=O)c1ccc(F)cc1)Nc1ccc(N2CCOCC2)cc1	-5.9
NC(=O)C1CC(=O)N(c2ccc(OCC(=O)Nc3cccc(C(F)(F)F)c3)cc2)C1 (configuration not stated)	1.3
CCc1ccc(N2CC(C(=O)N/N=C/c3cccc([N+](=O)[O-])c3)CC2=O)cc1 (configuration not stated)	-0.8
Cc1csc(NC(=O)c2cc3c(s2)CCCC3)n1	2.8

2 consecutive records already listed, for reference:
SMILES	miR122 inh
CCc1ccc(N2CC(C(=O)N/N=C/c3cccc([N+](=O)[O-])c3)CC2=O)cc1 (configuration not stated)	-0.8
Cc1csc(NC(=O)c2cc3c(s2)CCCC3)n1	2.8

New compounds follow:
SMILES	miR122 inh
O=C(c1cccnc1)N1CCN(Cc2cccc(F)c2)CC1	3.3
CCOC(=O)N1CCN(c2nc3ccccc3nc2C(C#N)S(=O)(=O)c2ccc(C)cc2)CC1 (configuration not stated)	3.8
Cc1ccc2[nH]c(=O)c(CNC(C)C)cc2c1	0.2
Cc1cccc(N2C(N)=C(C#N)C(C#N)(C#N)C2c2ccccc2)c1 (configuration not stated)	-4.9
Cc1ccc(NC(=O)C2CCCN(S(=O)(=O)c3c(C)noc3C)C2)cc1F (configuration not stated)	2.0
Cc1nn(-c2ccccc2)c2c1C(c1ccc(O)c(O)c1)N1C(=N2)C(Nc2ccccc2)=Nc2ccccc21 (configuration not stated)	-3.7
CCCN1C(=O)/C(=C/c2c(NCCCOCC)nc3c(C)cccn3c2=O)SC1=S	-7.7
CCC(Oc1ccc(C)c(C)c1)C(=O)O (configuration not stated)	-0.2
Cc1ccc(Cn2c(=O)sc3ccccc3c2=O)cc1	0.0
COC(=O)c1sc(NC(=O)COc2ccc(OC)cc2)nc1C	-7.4
CC(NC(=O)c1ccc(NS(C)(=O)=O)cc1)c1ccccc1 (configuration not stated)	1.5
CCC(c1nnc(SCC(=O)NCC2CCCO2)n1Cc1ccccc1)N(C)C (configuration not stated)	53.7
COc1ccc(CNc2ccccc2)cc1Br	-1.6
Cc1noc(C)c1C(=O)OCC(=O)c1c[nH]c2ccccc12	14.6
O=C(c1cnn2c(C(F)F)cc(C3CC3)nc12)N1CCCC1	-8.0
Cn1c(=O)c2c(nc(NCc3cccnc3)n2Cc2ccc(Cl)cc2)n(C)c1=O	-3.0
Clc1cccc(CNc2nnnn2-c2ccccc2)c1	12.6
COCc1cc(C)nc2sc(C(=O)N3CCCCC3)c(N)c12	0.4
CN(C)c1ccc(-c2c(-c3ccc4c(c3)OCO4)noc2-c2ccsc2)cn1	-3.6
COc1cc2c(cc1NC(=O)c1cncc(Br)c1)oc1ccccc12	15.7

2 of these compounds, reformatted:
miR122 inh	SMILES
-0.8	CCc1ccc(N2CC(C(=O)N/N=C/c3cccc([N+](=O)[O-])c3)CC2=O)cc1 (configuration not stated)
2.8	Cc1csc(NC(=O)c2cc3c(s2)CCCC3)n1

Further structures.
SMILES	miR122 inh
COc1ccc2c(Cl)c(C(=O)NCCCn3ccnc3)sc2c1Cl	5.0
CCC1S/C(=N\S(=O)(=O)c2cccs2)N(C2CCCCC2)C1=O (configuration not stated)	2.9
Cc1cccc(OCCCC(=O)Nc2ccc(N3CCOCC3)cc2)c1	-0.7
CC(C)C(C)(C#N)NC(=O)CSc1nnc(-c2ccccc2)o1 (configuration not stated)	-3.6
Cc1cc(N=CC2=C(O)CC(C)(C)CC2=O)no1	-4.3
COC(=O)CSc1nnc(-c2ccc(NS(=O)(=O)c3ccccc3)cc2)o1	-1.3
CCCCCCCCCn1c2c(c(=N)c3c1CCC3)CCC2	-47.1
CC(C)CN(C(=O)COC(=O)C1c2ccccc2Oc2ccccc21)C1CCS(=O)(=O)C1 (configuration not stated)	2.2
c1ccc(N2CCN(c3nc(NCc4ccco4)c4ccccc4n3)CC2)cc1	-2.8
Cc1c(NC(=O)c2cnn3c2NC(c2ccco2)CC3C(F)(F)F)c(=O)n(-c2ccccc2)n1C (configuration not stated)	0.8

miR122 inh: entries above that show a hit
SMILES	miR122 inh
Cc1ccc2nc(C)c(C)nc2c1N	113.3*

(more compounds)
SMILES	miR122 inh
CC(=O)N1CCN(c2ccccc2NC(=O)c2cc(Br)ccc2Cl)CC1	20.1
Cc1ccc(-c2nnc(N(C)C(=O)C3CCCO3)s2)cn1 (configuration not stated)	-15.8
CO/N=C/c1ccc(Oc2ccc(C)cc2)nc1	0.9
COc1ccc(NC(=O)c2cccc(-n3cnnn3)c2)cc1	8.7
CCOC(=O)C1CCN(CC(=O)Nc2c(C(=O)OC)n(C)c3cccc(C)c23)CC1	-6.2
Cc1n[nH]c(C)c1S(=O)(=O)N1CCCC(C(=O)NCC2COc3ccccc3O2)C1 (configuration not stated)	-0.6
Cc1ccc(C2SCC(=O)N2Cc2cn3ccsc3n2)o1 (configuration not stated)	0.1
O=C1NN(c2cccc(Br)c2)C(=O)/C1=C\c1ccc(N2CCOCC2)cc1	3.1
O=C(Nc1nnc(CC(=O)N2CCOCC2)s1)c1cccs1	-7.7
COCCN1C(=O)c2ccccc2C(C(=O)NCCCN2CCCC2=O)C1c1c[nH]c2ccccc12 (configuration not stated)	-4.1
CCOc1ccccc1N1CCN(C(=O)C(F)(F)F)CC1	0.4
CC(C)C(NC(=O)C1CCCCC1)C(=O)NCc1ccccn1 (configuration not stated)	4.2
CC1(C)Cc2ccccc2C(NNC(=O)c2ccncc2)=N1	-6.5
CCc1nccn1S(=O)(=O)c1ccc(OC)c(C)c1C	1.4
CCOC(=O)c1oc2ccccc2c1NC(=O)Cc1cccs1	1.3
CCCCN(CCCC)C(=O)/C=C/c1cccc([N+](=O)[O-])c1	-1.4
c1ccc2[nH]c(CN3CCN(c4ncnc5c4oc4ccccc45)CC3)nc2c1	-7.8
COc1ccc(CNC(=O)CN(CC2CCCO2)C(=O)CNS(=O)(=O)c2ccc(C)cc2)cc1 (configuration not stated)	-4.3
CCc1ccc(NC(=O)CSc2nnc(CC)c(CC)n2)cc1	-1.0
CC1OC(Nc2cccc3ccccc23)C(O)C(O)C1O (configuration not stated)	3.6
Cc1nnc(NCCO)c2ccccc12	-1.3
O=C(CCC(=O)OCc1ccc(C(=O)Oc2ccccc2)cc1)Nc1cccc2ccccc12	2.4
COc1ccc(S(=O)(=O)N(CCCN2CCCC2=O)Cc2cc3c(C)ccc(C)c3[nH]c2=O)cc1	-1.6
c1ccc(-c2noc(COc3ccc4c(c3)OCO4)n2)cc1	2.4
COC(=O)[C@H](CC(C)C)NC(=O)NC1CCCCC1C (some centres not stated)	-6.0
Cc1cc(C)c(C#N)c(SCc2ccccc2)n1	15.3
CCNCc1nc2cc(OC)c(OC)cc2c(=O)[nH]1	3.8
O=C(O)CN1CCN(Cc2ccc(F)cc2Cl)C1=O	-6.3

Filtered by structure: those above with a Cl atom.
SMILES	miR122 inh
COc1ccc(S(=O)(=O)N[C@@H](Cc2ccc(Cl)cc2)C(=O)N2CC[C@@]3(O)CCCC[C@H]3C2)cc1	20.1
COc1ccc(NC(=O)CSc2nnc(-c3ccccc3Cl)n2Cc2ccco2)c(OC)c1	11.7
O=C(Oc1cncc(Cl)c1)c1ccco1	-6.0
O=C(CN1CCN(S(=O)(=O)c2cc(Cl)ccc2Cl)CC1)Nc1ccc2c(c1)OCCO2	2.8
O=C(COc1ccc(Cl)cc1)NNC(=O)C(=O)N1CCCCC1	1.8
CCC(C)(C)n1nnnc1CN(Cc1ccc(Cl)cc1)Cc1ccco1	4.0
Cn1c(=O)c2c(nc(NCc3cccnc3)n2Cc2ccc(Cl)cc2)n(C)c1=O	-3.0
Clc1cccc(CNc2nnnn2-c2ccccc2)c1	12.6
COc1ccc2c(Cl)c(C(=O)NCCCn3ccnc3)sc2c1Cl	5.0
CC(=O)N1CCN(c2ccccc2NC(=O)c2cc(Br)ccc2Cl)CC1	20.1
O=C(O)CN1CCN(Cc2ccc(F)cc2Cl)C1=O	-6.3
